# CCR6 antagonist – CCR6 (human) receptor antagonism; P51684; inhibition, % at 20 µM; CHO-K1 CCR6 PathHunter beta-arrestin, luminescence, CCL20-stimulated; actives 0.49% (n = 340,000);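 active = compounds whose inhibition of the agonist-driven luminescence signal at 20 µM reaches about 50%, limit read from the data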;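 also: cells stimulated with CCL20 at 14 nM final; plate controls were DMSO with CCL20 for no effect and DMSO without agonist for full effect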
# Target sequence (P51684 whole entry, looked up): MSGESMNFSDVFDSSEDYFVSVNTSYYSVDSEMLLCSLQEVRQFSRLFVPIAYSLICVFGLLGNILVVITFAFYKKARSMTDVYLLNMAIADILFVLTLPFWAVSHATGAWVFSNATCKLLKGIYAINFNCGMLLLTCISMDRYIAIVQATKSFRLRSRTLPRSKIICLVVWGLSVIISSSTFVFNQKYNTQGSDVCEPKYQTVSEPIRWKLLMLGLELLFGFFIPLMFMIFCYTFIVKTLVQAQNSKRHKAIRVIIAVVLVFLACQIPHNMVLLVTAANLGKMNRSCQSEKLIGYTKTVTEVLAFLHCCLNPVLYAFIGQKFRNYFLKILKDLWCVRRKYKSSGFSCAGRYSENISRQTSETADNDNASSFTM
# EBI2 antag – blocks human EBI2 receptor beta-arrestin signaling; P32249; actives 0.81% (n = 360,000); inhibition, % at 5 µM; AID 651636; EBI2 beta-arrestin recruitment, luminescence, 7a,25-OHC stimulated; in the data active = inhibition above about 38%;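 also: enzyme fragment complementation signal reports receptor beta-arrestin coupling in cells; 0% = agonist plus DMSO wells and 100% = wells without agonist; some results beyond the cut were filed as inactive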
# Target sequence (P32249 whole entry, looked up, the tested form may be a part): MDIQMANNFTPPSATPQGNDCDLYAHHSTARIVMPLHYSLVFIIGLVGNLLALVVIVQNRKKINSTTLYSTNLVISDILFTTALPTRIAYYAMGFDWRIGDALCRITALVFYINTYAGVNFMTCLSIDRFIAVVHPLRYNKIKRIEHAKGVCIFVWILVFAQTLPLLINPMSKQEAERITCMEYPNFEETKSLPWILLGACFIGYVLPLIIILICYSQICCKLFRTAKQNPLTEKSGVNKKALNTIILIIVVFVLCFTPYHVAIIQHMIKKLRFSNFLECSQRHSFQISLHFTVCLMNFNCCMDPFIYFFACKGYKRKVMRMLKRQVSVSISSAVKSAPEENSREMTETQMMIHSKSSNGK
# 697 NFkB inh – lowers PMA/ionomycin-induced NF-kB signal in 697 B cells. inhibition, % at 4 µM. actives 0.33% (n = 330,000). 697 B-cell NF-kB luciferase reporter, 16 h. AID 435022; in the data active = inhibition above about 35%
# UBC13 inh – blocks human UBC13 polyubiquitin chain formation; actives 0.47% (n = 330,000); P61088; TR-FRET; inhibition, % at 20 µM; in the data active = inhibition above about 45%, passing the limit was not always enough
# Gli-Sufu block – antagonists of Gli-Sufu signaling | Sufu-KO-LIGHT fibroblasts, Gli luciferase reporter luminescence | inhibition, % at 5 µM | actives 0.74% (n = 340,000);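 active = inhibition above about 55%, limit read from the data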;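 also: 0% = DMSO-treated cells and 100% = wells with medium but no cells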
# SENP8 inh – SENP8 protease inhibition. Q96LD8. purified SENP8, Z-RLRGG-aminoluciferin cleavage, luminescence. inhibition, % at 10 µM. actives 1.2% (n = 330,000). AID 2540
# Target sequence (Q96LD8 whole entry, looked up): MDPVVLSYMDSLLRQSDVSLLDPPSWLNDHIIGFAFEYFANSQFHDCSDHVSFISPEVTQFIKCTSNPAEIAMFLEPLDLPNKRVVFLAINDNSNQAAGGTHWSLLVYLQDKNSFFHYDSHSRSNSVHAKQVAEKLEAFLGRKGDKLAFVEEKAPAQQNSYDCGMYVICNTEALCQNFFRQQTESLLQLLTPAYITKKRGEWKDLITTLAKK
# Jurkat NFkB inh – inhibitors of the PMA/ionomycin-induced NF-kB reporter in Jurkat cells; PMA/ionomycin-induced NF-kB luciferase reporter, luminescence; inhibition, % at 4 µM; actives 0.53% (n = 330,000)
# Apaf-1 inh – inhibitors of human Apaf-1 apoptosome. inhibition, % at 20 µM. actives 0.71% (n = 330,000). reconstituted apoptosome caspase-3 activity, DEVD-Rh110 fluorescence. AID 489030. O14727; active = inhibition of at least 40% at 20 µM;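 also: plate controls were DMSO wells for no effect and DEVD-CHO caspase inhibitor wells for full effect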
#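 Material: reconstituted apoptosome with Apaf-1, cytochrome c, caspase-9, procaspase-3, dATP / Buffer or medium: pH 7.5 Hepes buffer with CHAPS, BSA, DTT / Also added: cytochrome c with DEVD-Rh110 / Schedule: compound with Apaf-1, dATP, procaspase-3 30 min, then 50 min reaction, room temperature / Technique: rhodamine 110 fluorescence at Ex 480/Em 540 nm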
# The depositor's hits bear a star; / = not tested or not shown. Rule as the data show it, unless noted: active = inhibition above about 50%; inactive = the rest.
Molecule,CCR6 antagonist,EBI2 antag,697 NFkB inh,UBC13 inh,Gli-Sufu block,SENP8 inh,Jurkat NFkB inh,Apaf-1 inh
CC(C)(C)OC(=O)NCCCC(CCCNC(=O)OC(C)(C)C)C(=O)O,12,-4,27,1,-2,-2,11,-1
COc1cc(OC)cc(-c2c(-c3cccs3)c3cc(-c4ccc(CN5CCOCC5)cc4)ccc3n2C)c1,2,10,-6,20,10,-2,-5,23
Cc1ccc2[nH]c3c(c2c1)CN(C(=O)CN1c2ccc(F)cc2CCC1C)CC3 (centres undefined),-2,46*,-25,-19,8,-7,-4,20
Cc1cc(S(=O)(=O)NCC(C)C)ccc1OCC(=O)NCc1ccco1,3,12,-8,-1,-3,-6,-21,6
O=C(c1cc(-c2cccs2)on1)N1CCN(c2ccccc2)CC1,14,25,-39,-8,-1,-4,35,13
CCCC(=O)Nc1ccc(NC(=O)c2ccccc2F)cn1,-8,-4,-7,6,-15,1,-28,-9
CCN(CC)c1ccc(/C=C2\SC(N)=NC2=O)cc1,13,-3,-20,-83,-32,-1,-41,0
CCOC(=O)CSc1nnc(CNC(=O)c2ccc(S(=O)(=O)N(C)C)cc2)n1C,-2,-8,4,-10,-1,5,-5,7
CC(=O)c1c(COC(=O)c2ccccc2)nc2ccccc2[n+]1[O-],4,-2,0,-24,5,-5,-1,4
Cc1ccnc(N/C=C/C(=O)c2ccc(Br)cc2)c1,13,10,-157,4,-93,87*,-96,6
Cc1nn(C)cc1CNC(=O)Nc1ccc(Cl)cc1,-4,0,-14,8,-20,-4,-22,-1
N#CCC(=O)Nc1ccc(C(=O)OCC(=O)C23CC4CC(CC(C4)C2)C3)cc1,-9,6,12,-6,-8,-4,0,22
O=C(OCn1cncn1)c1ccc(Cl)cc1Cl,-5,-7,14,6,-6,-3,9,-3
O=C(CSCc1ccco1)c1cccs1,15,-3,3,-6,10,-10,-26,0
COC(=O)[C@@]1(C)[C@H]2C(=O)N(Cc3ccccc3)C(=O)[C@H]2[C@H]2CN=C(SCc3ccc(Cl)cc3)N21,19,12,-15,/,4,/,/,25
CCOc1ccc(NC(=O)[C@@H]2CCCN2C(=O)c2cccs2)cc1S(=O)(=O)N1CCOCC1,6,-11,14,8,-3,2,14,-4
N#Cc1cn(CC(=O)N2CCCC2)c2ccccc12,-10,-8,-3,1,2,3,6,-1
CCOC(=O)c1cc(-c2ccco2)nc2c1c(C)nn2CCC#N,44,0,-2,-2,6,-9,13,1
O=C(COc1coc(CN2CCN(c3ccc(F)cc3)CC2)cc1=O)NCC1CCCO1 (centres undefined),-6,5,6,-5,-4,6,-3,-6
O=C(/C(=C/O)N=Nc1ccccc1)c1cccs1,-8,0,-2,-16,2,-8,-16,0

# (cont.)
Molecule,CCR6 antagonist,EBI2 antag,697 NFkB inh,UBC13 inh,Gli-Sufu block,SENP8 inh,Jurkat NFkB inh,Apaf-1 inh
CCOc1cc(N2CCOCC2)c(OCC)cc1NC(=O)COC(=O)CCn1c(C)csc1=O,10,-5,3,-7,-7,-5,-11,1
CCOc1ccc(NC(=S)C(C#N)=C2N(C)c3ccccc3N2C)cc1,1,14,9,-10,3,-11,3,3
COc1ccc(NS(=O)(=O)c2cccc(NC(=O)c3ccccn3)c2)cc1,3,-7,-31,-3,1,3,26,-6
CS(=O)(=O)c1ccc(C(=O)NC2CCCCC2)cc1,2,-12,-8,-1,8,4,-2,-4
CCCCCCNC(=O)c1cc(S(=O)(=O)N2CCc3ccccc32)ccc1F,5,-2,8,3,7,1,-8,5
COc1cccc(NC(=O)CSc2ccc3nnc(CCNC(=O)c4ccccc4)n3n2)c1,-6,0,-13,-3,3,6,12,8
COc1cc(/C=N/NC2=NC(C)(C)Cc3ccccc32)cc(OC)c1OC,12,5,4,2,13,-5,-13,20
O=[N+]([O-])c1cccc(N(CC(O)CN2CCCCC2)S(=O)(=O)c2ccccc2)c1 (centres undefined),14,-4,5,5,17,-6,-4,-4
Cc1cc(C)c(S(=O)(=O)Nc2ccccn2)c(C)c1,1,-11,19,9,-6,-6,8,-1
O=c1[nH]cnc2scc(-c3ccc(F)cc3)c12,11,-5,7,0,6,2,9,0
COc1ccc(CNC(=S)Nc2ccccc2F)cc1,0,-13,-8,-4,-9,-3,-33,13
CCN1CCN(Cc2nc3c(c(=O)n(C)c(=O)n3C)n2C(C)C(C)=O)CC1 (centres undefined),2,-4,-1,2,-3,3,-14,0
C=CCn1c(=O)c2ccccc2n2nnc(C(=O)OCC)c12,3,-3,0,0,-15,-20,6,8
Nc1nc(-c2ccco2)nn1S(=O)(=O)c1ccc(Cl)cc1,-10,-1,32,-5,9,-22,-3,10
CCc1ccccc1NC(=O)CCC(=O)OCC(=O)c1ccc(-c2ccccc2)cc1,24,6,-12,-5,-3,7,2,-10
Clc1ccc(OCc2nn3c(-c4ccco4)nnc3s2)cc1,3,-6,-11,-1,2,6,-2,16
O=C(O)CCc1ccc(-c2ccc(Br)cc2)n1-c1cccc(O)c1,2,0,7,9,4,-5,-6,4
Cc1cccc(CCNC(=O)C2CCC(=O)N(Cc3ccccc3F)C2)n1 (centres undefined),-11,-3,29,5,-1,3,5,-4
NS(=O)(=O)c1ccc(CCNCc2cc(Cl)ccc2OCc2ccccc2)cc1,15,-10,-27,17,56*,-4,15,12
Oc1ccc2ccc3[nH]cnc3c2c1,-4,0,-18,4,12,1,-15,-2

# The listing continues.
Molecule,CCR6 antagonist,EBI2 antag,697 NFkB inh,UBC13 inh,Gli-Sufu block,SENP8 inh,Jurkat NFkB inh,Apaf-1 inh
Cc1cc(Br)c(OCc2ccc(C(=O)N/N=C3\CC4CC=CC34)cc2)c(Br)c1 (centres undefined),14,3,-2,-14,-7,-10,0,19
COC(=O)c1c(-c2ccccc2)c[nH]c1C,8,4,-54,-11,-19,-5,-24,-4
Cc1ccc(C(=O)c2sc(Nc3ccccc3)c(C#N)c2N)cc1,22,2,-8,4,-8,0,6,21
Cc1ccc(NCc2nc3ccccc3n2C)cc1C,-8,-3,-119,-10,-126,0,-95,11
CC(C)(C)c1ccccc1NC(=O)c1c(O)c2cccc3c2n(c1=O)CC3,/,/,-20,-8,/,-10,-12,10
CCOC(=O)Nc1ccc2c(COC(=O)C(NS(=O)(=O)c3ccc(Cl)cc3)C(C)O)cc(=O)oc2c1 (centres undefined),-1,7,-17,5,-16,-21,-24,21
CCOc1ccc(C2CC(=O)NC(SC)=C2C#N)cc1 (centres undefined),7,-3,28,6,8,0,-6,1
CC12CCCC[C@@H]1CCC1C2CCC2(C)C1CC[C@@]2(O)CNCCO (some centres undefined),15,-10,13,39,9,4,17,18
CCN(CC)c1ccc(NC(=O)Nc2ccc(C(C)=O)cc2)cc1,21,30,-24,-15,21,-3,-28,10
Cc1ccc(N2CC(NC(=O)C(=O)c3c(C)[nH]c4ccccc34)CC2=O)cc1 (centres undefined),-1,2,-6,-2,0,-1,-12,7
CN1C2CCC1CC(NS(=O)(=O)c1cc(Cl)c(Cl)cc1Cl)C2 (centres undefined),7,-4,-19,-1,0,-2,-10,8
Cc1ccccc1OCCCC(=O)Nc1ccc2c(c1)OCO2,-5,-1,4,0,6,-6,-1,-9
O=C(Nc1nc2ccc([N+](=O)[O-])cc2s1)c1ccco1,/,/,-86,-12,/,75*,-60,-11
O=C(Nc1cc(Cl)ccc1-n1cncn1)c1ccccc1OC(F)F,10,-6,17,2,4,-2,-6,5
CCn1c(SCc2ccc(C(=O)Nc3nccs3)cc2)nnc1-c1ccc(NC(C)=O)cc1,16,-19,-5,0,6,1,-17,4
COc1cc(OC)cc(C(=O)OCC(=O)NC2CCCCCC2)c1,6,-13,10,7,2,1,12,-5
CC(OC(=O)C1CCN(S(=O)(=O)c2ccc(Cl)cc2)CC1)C(=O)NC1CCCCC1C (centres undefined),-4,16,14,-2,12,2,0,16
COc1ccc(N2CCN(C(=O)c3cccnc3)CC2)c([N+](=O)[O-])c1,5,-9,8,-6,24,9,-1,-4
COc1cc(NC(=O)CN(C)C2CCCCC2)c(C)cc1[N+](=O)[O-],26,-4,4,1,12,-10,10,1
O=C(NCCc1cccs1)C1CCC(=O)N(CCc2cccc(F)c2)C1 (centres undefined),5,-1,-7,-4,3,-7,-1,1

# Entries above marked active in EBI2 antag.
Compound	CCR6 antagonist	EBI2 antag	697 NFkB inh	UBC13 inh	Jurkat NFkB inh
Cc1ccc2[nH]c3c(c2c1)CN(C(=O)CN1c2ccc(F)cc2CCC1C)CC3 (centres undefined)	-2	46*	-25	-19	-4

# Next section
Molecule,CCR6 antagonist,EBI2 antag,697 NFkB inh,UBC13 inh,Gli-Sufu block,SENP8 inh,Jurkat NFkB inh,Apaf-1 inh
CCOC(=O)c1nc(C)c(C(C)=O)s1,1,-10,0,-5,5,-16,2,1
COC(=O)c1c(C)[nH]c(C(=O)/C=C/c2ccccc2F)c1C,13,2,-207,3,-32,-10,-142,3
CCn1c(SCc2ccccc2)nc2cc(S(N)(=O)=O)ccc21,11,-4,-7,-3,-22,-12,4,11
CCOc1cccc(C(=O)NC(=S)Nc2ccc(N3CCCC3)cc2)c1,37,-8,7,2,4,-1,10,27
COc1ccc(C(=O)NC(=S)NCc2ccco2)cc1Br,17,1,-9,-8,6,2,-4,22
COc1ccc(OCC(=O)NS(=O)(=O)c2ccc(Cl)cc2)cc1,3,-8,20,-1,-4,2,14,5
O=C(CCc1nnc(C2CCCCC2)o1)NCc1cccc(-n2cccn2)c1,7,-11,6,16,-8,3,-6,-22
COc1ccc(N(CC(=O)NCc2ccco2)S(C)(=O)=O)cc1Cl,-7,-5,-14,-4,4,-9,-6,-5
COCCn1c(SCC(=O)Nc2cccc(OC)c2)nnc1-c1ccccc1,3,4,26,6,-4,11,4,-2
CCn1cc(CN2N=C(C)CC2c2ccccc2)c(C)n1 (centres undefined),1,1,-2,-4,3,-5,-3,-10
COc1cccc(NC(=O)C2CCN(S(=O)(=O)c3ccc4[nH]c(=O)ccc4c3)CC2)c1,11,2,2,0,-12,-2,-16,17
COc1ccc(Nc2cc(C)nc3ncnn23)c(OC)c1,4,-7,12,-4,-1,5,2,-6
COc1ccc(CNC(=O)c2cc(S(=O)(=O)N3CCCC3)cn2C)cc1,5,-7,16,6,-5,4,4,-7
CCNS(=O)(=O)c1ccc(CCC(=O)NCc2ccccn2)cc1,10,-4,-13,-11,/,1,-9,-4
Cn1c(=O)[nH]c(=O)c2c1nc(Br)n2CCSc1nc2ccccc2o1,-8,-12,28,3,7,1,0,-13
COc1ccc(C2NCCC3(O)CCCCC23)c(OC)c1OC (centres undefined),11,14,16,7,8,3,16,-3
C#CCOCCOCCOCCNc1nc(N2CCN(C(=O)CCCCCCCCCCNC(=O)[C@H](CCCCN)n3cc(CCO)nn3)CC2)nc(N2CCN(C(=O)CCCCCCCCCCNC(=O)[C@H](CCCCN)n3cc(C[C@@H](C)CC)nn3)CC2)n1,-5,/,-10,130*,-2,-19,3,68*
COc1ccc(OC)c(S(=O)(=O)n2nnc3cc(Cl)ccc32)c1,-15,-21,-18,-11,0,-1,0,3
COCCN(CC(=O)Nc1cccc(C)c1C)C(=O)c1cc(S(=O)(=O)N2CCCC2)ccc1C,13,-2,-26,-6,-2,-3,-15,6
CCOC(=O)C1CCN(C(=O)c2cc3cc(Cl)ccc3[nH]2)CC1,5,89*,-5,-4,2,-7,-1,21
CCOC(=O)N1CCN(C(=O)C2CCN(S(=O)(=O)c3ccccc3)CC2)CC1,5,-6,0,-2,-3,-15,10,-17

# Some of these compounds in order of length of the SMILES, highest first.
Molecule,CCR6 antagonist,EBI2 antag,697 NFkB inh,UBC13 inh,Gli-Sufu block,SENP8 inh,Jurkat NFkB inh,Apaf-1 inh
COCCn1c(SCC(=O)Nc2cccc(OC)c2)nnc1-c1ccccc1,3,4,26,6,-4,11,4,-2
COc1ccc(OCC(=O)NS(=O)(=O)c2ccc(Cl)cc2)cc1,3,-8,20,-1,-4,2,14,5
CCn1c(SCc2ccccc2)nc2cc(S(N)(=O)=O)ccc21,11,-4,-7,-3,-22,-12,4,11

# Bioassay records (PubChem BioAssay)

# Only part of the results is shown; rates above refer to the full screens.
